# High-throughput results (PubChem)
# RBBP9 inh: human RBBP9 inhibitors, primary screen, biochemical, fluorescence polarization, FP-Rh probe, HTS | Serine hydrolase RBBP9 (Homo sapiens), O75884 | recombinant RBBP9 | inhibition, % at 7.94 µM | 220,000 tested, 0.2% active | AID 1515, 2009;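 active = inhibition above the campaign mean of all tested compounds plus 3 SD, cut at about 14% in these data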;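 note: plate controls were DMSO wells with RBBP9 for no effect and wells lacking RBBP9 protein for full effect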
# Target sequence (O75884 whole entry, looked up): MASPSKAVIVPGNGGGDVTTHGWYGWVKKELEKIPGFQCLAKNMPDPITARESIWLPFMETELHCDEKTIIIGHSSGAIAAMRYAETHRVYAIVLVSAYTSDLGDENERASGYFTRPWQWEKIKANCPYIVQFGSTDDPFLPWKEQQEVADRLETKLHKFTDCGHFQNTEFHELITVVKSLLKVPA
#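 Test system: recombinant human RBBP9. Quantity: 2.5 µM RBBP9 dispensing solution, before mixing. Detection: FP readout at 525/598 nm. Reagent: Serine-hydrolase probe FP-Rh, 375 nM pre-mixing. Measure: % inhibition. Control set: DMSO-treated enzyme wells and wells lacking RBBP9. Buffer or medium: Tris-NaCl-Pluronic buffer, pH 8.0. Times: preincubation 30 min plus labeling 45 min at 25 °C.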
# Runt-CBFb FRET: inhibitors of RUNX1 Runt–CBFb binding, primary screen, biochemical, FRET, Cerulean-Runt, Venus-CBFb, uHTS | 220,000 tested, 0.46% active | inhibition, % at 20 µM | Runt-related transcription factor 1 (Homo sapiens) + Core-binding factor subunit beta … | AID 1496, 2009 | Cerulean-Runt/Venus-CBFb FRET ratio 530/480, 1 h;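 active = inhibition over about 50% at 20 µM in the single-dose screen, limit read from the data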;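 note: 0% = DMSO wells and 100% = excess unlabeled CBFb competitor control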
#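 Doses: 20 µM compound in 1% DMSO | Material: Cerulean-labeled Runt domain protein | Amount: Each fluorescent fusion protein 100 nM | Schedule: Two 1 h room-temperature incubations shielded from light | Measured by: FRET fluorescence | Evaluation: Loss of energy transfer signal | Controls: Unlabeled CBFb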
# Ba/F3 V617F tox: reduced viability of JAK2V617F-dependent Ba/F3 cells, primary screen, JAK2V617F inhibitor project, cell-based, Ba/F3 EpoR-JAK2V617F, luminescence | ATP luminescence | inhibition, % at 5.6 µM | 220,000 tested, 1.1% active | AID 1446, 2008;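 active = inhibition above the campaign mean plus 3 SD over all tested compounds, cut at about 24% in these data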;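 note: cytokine-independent growth of Ba/F3 cells driven by EpoR plus mutant JAK2; 0% = DMSO-treated cells and 100% = JAK inhibitor I control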
# NPY-Y1 PAM-ag: NPY-Y1 receptor potentiators or agonists, primary screen, cell-based; Neuropeptide Y receptor type 1 (Homo sapiens), P25929; NPY-Y1 expressing cells, potentiator/agonist activation; activation, % at 3.6 µM; 220,000 tested, 0.37% active; AID 1304, 2008; in the data active = activation above about 33%, passing the limit was not always enough;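 note: cells stimulated with NPY at EC10 then isoproterenol at EC100; 0% = low agonist plus stimulus and 100% = saturating agonist plus stimulus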
# BaF3 tox: parental Ba/F3 cell viability inhibition, counter-screen for JAK2V617F inhibitor project, murine pro-B, CellTiter-Glo luminescence; inhibition, % at 5.6 µM; AID 1486, 2009; 220,000 tested, 1.1% active; CellTiter-Glo ATP luminescence;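 active = inhibition above a per-campaign cutoff, the mean inhibition of all tested compounds plus 3 SD, cut at about 27% in these data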;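 note: 0% = DMSO wells and 100% = JAK Inhibitor I control wells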
# NPY-Y1 antag: NPY-Y1 receptor antagonists, primary screen, cell-based. Neuropeptide Y receptor type 1 (Homo sapiens), P25929. HEK293-CNG Y1 cells, membrane potential fluorescence; NPY at EC95, then isoproterenol. inhibition, % at 3.6 µM. 200,000 tested, 1% active. AID 1040, 2008;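 active = inhibition above the campaign mean inhibition of all tested compounds plus 3 SD, cut at about 20% in these data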;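 note: 0% = DMSO wells given NPY plus isoproterenol and 100% = isoproterenol alone without NPY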
#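 Test system: HEK293 cells co-expressing NPY Y1 receptor and cyclic-nucleotide gated channel; Also added: NPY (25 nM), isoproterenol (1 µM), Ro 20-1724 (25 µM); Compound dosing: one concentration, 3.6 µM, in 0.4% DMSO; Timing: dye 3 h, compound 60 min room temperature, stimulation 45 min; Technique: Membrane-potential fluorescent dye readout.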
# S1P4 agonist: S1P4 receptor agonists, primary screen, cell-based. S1P4-expressing cell line, agonist reporter assay. activation, % at 4.98 µM. 220,000 tested, 0.35% active. AID 1509, 2009; in the data active = activation above about 11%;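 note: 0% = DMSO vehicle and 100% = reference agonist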
# Target sequence (O95977 whole entry, looked up): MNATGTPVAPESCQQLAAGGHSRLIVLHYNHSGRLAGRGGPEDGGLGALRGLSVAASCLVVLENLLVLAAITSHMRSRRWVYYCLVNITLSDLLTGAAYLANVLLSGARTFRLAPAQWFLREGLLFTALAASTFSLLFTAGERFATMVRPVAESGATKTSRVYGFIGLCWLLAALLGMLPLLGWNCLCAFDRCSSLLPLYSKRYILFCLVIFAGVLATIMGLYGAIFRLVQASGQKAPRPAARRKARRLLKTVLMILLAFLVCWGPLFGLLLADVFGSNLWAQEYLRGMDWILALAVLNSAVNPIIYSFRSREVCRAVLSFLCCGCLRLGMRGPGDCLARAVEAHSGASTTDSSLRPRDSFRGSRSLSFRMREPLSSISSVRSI
# NPY2 pot ag: NPY-Y2 potentiators or agonists, primary screen, cell-based; activation, % at 3.6 µM; Neuropeptide Y receptor type 2 (Homo sapiens), P49146; cells expressing NPY-Y2, potentiator/agonist read-out; 220,000 tested, 0.45% active; AID 1359, 2008; in the data active = activation above about 27%;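 note: cells stimulated with NPY near EC25 plus isoproterenol at EC100; 0% = vehicle plus submaximal agonist and 100% = vehicle plus saturating agonist; some results beyond the cut were filed as inactive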
# Target sequence (P49146 whole entry, looked up): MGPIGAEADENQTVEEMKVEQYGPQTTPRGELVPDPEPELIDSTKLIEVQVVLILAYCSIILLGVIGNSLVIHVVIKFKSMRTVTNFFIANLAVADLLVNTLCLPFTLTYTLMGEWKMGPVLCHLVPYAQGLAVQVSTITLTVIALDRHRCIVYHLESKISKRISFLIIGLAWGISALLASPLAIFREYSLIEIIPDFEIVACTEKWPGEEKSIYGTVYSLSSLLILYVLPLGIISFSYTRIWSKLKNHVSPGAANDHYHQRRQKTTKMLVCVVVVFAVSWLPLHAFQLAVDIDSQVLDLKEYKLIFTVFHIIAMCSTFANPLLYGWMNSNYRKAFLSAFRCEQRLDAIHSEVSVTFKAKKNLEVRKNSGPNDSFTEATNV
# S1P4 antagonist: S1P4 receptor antagonists, primary screen, cell-based. 220,000 tested, 0.26% active. S1P4-expressing cells, antagonist mode, reporter read-out. Sphingosine 1-phosphate receptor 4 (Homo sapiens), O95977. AID 1510, 2009. inhibition, % at 4.98 µM; in the data active = inhibition above about 29%;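 note: 0% = wells stimulated with agonist and 100% = vehicle wells without agonist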
# An asterisk follows results filed as active; . = not tested or not shown.
Molecule	RBBP9 inh	Runt-CBFb FRET	Ba/F3 V617F tox	NPY-Y1 PAM-ag	BaF3 tox	NPY-Y1 antag	S1P4 agonist	NPY2 pot ag	S1P4 antagonist
O=C1C=C(O)CC(c2ccc(Cl)cc2)C1 (configuration not stated)	-2	-2	-2	-1	0	11	1.6	3	-8
Cn1c(SCC(N)=O)nnc1-c1ccc(C(C)(C)C)cc1	3	0	3	-2	6	-3	-0.1	2	-4
N#C/C(=C\c1cccnc1)C(=O)NC1CCCCC1	-1	6	-5	-16	3	5	-0.4	13	-10
Cc1c(NC(=O)c2cccs2)c(=O)n(-c2ccccc2)n1C	-1	-2	-1	9	4	-1	1.2	2	5
COc1cc(O)c(CCO)c2c1C(=O)C[C@@H](C)O2	-5	1	2	-6	-6	-3	-0.9	-18	11
Cc1cccc2cc(C#N)c(SCC#N)nc12	-5	-24	0	7	3	-3	1.1	4	-2
CCOC(=O)C1(CCc2ccccc2)CCN(C(=O)C2CCOCC2)CC1	-2	-3	0	3	2	4	-0.6	9	11
COCCNC(=O)C(c1ccc(C)cc1)N(C(=O)C(=O)NC1CCCC1)c1ccc2c(c1)OCCO2 (configuration not stated)	-6	2	0	12	9	-3	2.2	1	-8
CSc1nn(-c2ccc(C(=O)OC(C(=O)NC(N)=O)C(C)C)cc2)c(=S)s1 (configuration not stated)	-4	0	-1	-10	4	-4	1.3	-4	-27
Cc1ccc(Nc2nc(-c3ccc(O)c(O)c3)cs2)nc1	22*	32	92*	44*	17	-12	-2.1	51*	16
Cc1ccc(S(=O)(=O)NC(C)(C)CSc2nnc(N)s2)cc1	-13	0	3	22	1	-1	-0.9	-4	7
CCc1nc2ccccc2c(NC(=O)CN2CC(C)CC(C)C2)c1C (configuration not stated)	-5	-5	0	14	1	1	0.2	-14	-1
COc1ccc(C(=O)CN(C(=O)c2ccc(Cl)cc2)N2C(=O)C3CCCCC3C2=O)cc1 (configuration not stated)	-6	-1	3	9	5	2	1.9	-10	-1
Cn1nnnc1SCc1ccc(F)cc1	-6	-3	-2	-4	1	-3	-0.9	7	-8
CCOc1ccc(C(=O)Nc2c3c(nn2-c2ccc(C)cc2)CS(=O)C3)cc1OCC (configuration not stated)	-8	-2	4	-2	5	1	2.0	6	-3
O=C(C1=C[C@H](C2CCCCC2)C[C@H](OCc2ccc(CO)cc2)O1)N1CCN(Cc2ccc3c(c2)OCO3)CC1	-11	-3	-1	-1	5	3	-1.0	2	19
COc1ccccc1NC(=O)c1cc(C)oc1C	-3	-1	2	-20	6	-2	1.2	-16	-7
CC12CCC(C(=O)Nc3nc4ccc(Br)cc4s3)(OC1=O)C2(C)C (configuration not stated)	-6	2	6	17	6	-9	-0.8	10	11
Cc1c(C(=O)c2ccccc2)oc2ccc3ccccc3c12	-1	3	0	-18	0	.	1.0	-4	10
C/C(=N\OCC(=O)Nn1c(=O)[nH]c2ccccc2c1=O)c1cccs1	-1	0	-1	1	5	2	2.3	-2	-21

# Single entries from the list:
# CCc1nc2ccccc2c(NC(=O)CN2CC(C)CC(C)C2)c1C (configuration not stated) in NPY-Y1 PAM-ag = 14
# CCOc1ccc(C(=O)Nc2c3c(nn2-c2ccc(C)cc2)CS(=O)C3)cc1OCC (configuration not stated) in BaF3 tox = 5

# Molecules shown so far that have a Cl atom, in the order listed:
Molecule	RBBP9 inh	Runt-CBFb FRET	Ba/F3 V617F tox	NPY-Y1 PAM-ag	BaF3 tox	NPY-Y1 antag	S1P4 agonist	NPY2 pot ag	S1P4 antagonist
O=C1C=C(O)CC(c2ccc(Cl)cc2)C1 (configuration not stated)	-2	-2	-2	-1	0	11	1.6	3	-8
COc1ccc(C(=O)CN(C(=O)c2ccc(Cl)cc2)N2C(=O)C3CCCCC3C2=O)cc1 (configuration not stated)	-6	-1	3	9	5	2	1.9	-10	-1

# The results go on.
Molecule	RBBP9 inh	Runt-CBFb FRET	Ba/F3 V617F tox	NPY-Y1 PAM-ag	BaF3 tox	NPY-Y1 antag	S1P4 agonist	NPY2 pot ag	S1P4 antagonist
CCC1(C(=O)c2ccccc2)C(c2cccc([N+](=O)[O-])c2)C1(C(=O)OC)C(=O)OC (configuration not stated)	-3	-2	-3	-15	4	13	3.1	-21	-15
Cc1csc(SCC(=O)Nc2nc(-c3ccccc3)cs2)n1	-11	-2	-2	-7	5	10	0.7	-7	-18
Cc1ccc(-n2[nH]c(C)c(C=Nc3ccc(S(=O)(=O)Nc4nccs4)cc3)c2=O)cc1	0	-6	4	17	9	5	-1.4	8	-28
CCN(CC)S(=O)(=O)c1ccc(-c2nnc(SCC(=O)Nc3cc(OC)cc(OC)c3)o2)cc1	-2	-2	-1	1	8	1	1.6	-4	0
CCn1c(O)c(N=NC(=O)C2C(=O)NCC2c2ccccc2)c2ccccc21 (configuration not stated)	-5	-1	-3	-20	4	-1	0.9	6	-22
O=C(CSc1nnc2c(n1)[nH]c1ccccc12)Nc1ccc2c(c1)OCO2	-7	9	2	-6	9	9	-0.5	-36	-30
O=C(NCCc1ccccc1)C1CCN(C(=O)c2sccc2-n2cccc2)CC1	-8	-2	-1	1	2	1	-1.3	-6	2
Cc1cccc(Nc2nc(N)c([N+](=O)[O-])c(NCc3ccco3)n2)c1	-13	-6	-4	9	2	-3	1.0	9	-39
CC1(C)CC(=O)C2=C(C1)N(c1cccc(O)c1)C1=C(C2)C(=O)CC(C)(C)C1	-5	34	-1	-5	-1	5	1.9	-20	2
CCc1nn2c(=O)cc(COc3ccc(/C=C4\C(=N)N5N=C(CC(C)C)SC5=NC4=O)cc3)nc2s1	0	-11	-5	23	-1	.	1.0	-1	-20

# More structures:
smiles	RBBP9 inh	Runt-CBFb FRET	Ba/F3 V617F tox	NPY-Y1 PAM-ag	BaF3 tox	NPY-Y1 antag	S1P4 agonist	NPY2 pot ag	S1P4 antagonist
O=C(Nc1ccncc1)C1CCC(CNS(=O)(=O)c2cccc3nsnc23)CC1 (configuration not stated)	-11	5	-3	12	3	.	-2.9	-30	5
Cc1c(NC(=O)NCCN2C(=O)C3C4C=CC(C4)C3C2=O)c(=O)n(-c2ccccc2)n1C (configuration not stated)	-3	3	3	5	15	5	-2.7	-4	2
CCc1nnc(NC(=O)Cn2nc(-c3ccc(OC)c(OC)c3)ccc2=O)s1	-9	-1	2	-4	3	2	0.1	-4	6
Cc1cc(NC(=O)CSc2ccc3nnc(-c4ccc(Cl)cc4)n3n2)no1	-7	1	-6	-4	-1	3	0.2	5	10
CC(=O)N(CC1CCCO1)c1nnc(-c2ccccn2)s1 (configuration not stated)	1	-1	-1	0	2	4	-1.5	-5	6
O=C(Cn1nnc(-c2ccc(Cl)cc2)n1)NCc1ccco1	6	3	-1	-2	4	4	1.4	-13	-5
O=C(C1=C(O)C(=O)N(CCOCCO)C1c1cccc([N+](=O)[O-])c1)c1cccs1 (configuration not stated)	-2	-2	-4	19	-3	.	-0.8	-12	-2
CCOC(=O)N1CCN(C(=O)CN(c2ccc(Cl)c(C(F)(F)F)c2)S(C)(=O)=O)CC1	0	-4	-1	4	4	-7	0.2	-4	-2
COc1ccccc1-c1nc(-c2ccc(Br)cc2)no1	-16	-3	4	-20	6	-2	-0.1	7	2
Cc1ccc(CN(Cc2ccccc2)C(=S)Nc2ccccc2C)o1	-11	1	-4	-3	1	6	0.8	-18	12
COc1ccc(/C=N/N=C2\SC(CC(=O)O)C(=O)N2c2ccccc2)c(OC)c1 (configuration not stated)	-9	-2	5	8	4	2	1.3	-2	-8
CCN(CC)S(=O)(=O)c1ccc(S(=O)(=O)N2CCN(CCC#N)CC2)cc1	-5	3	3	0	7	-3	-0.7	7	-2
CCOC(=O)c1sc(NC(=O)CSc2n[nH]c(-c3ccc(Cl)cc3Cl)n2)c(C#N)c1C	1	1	-1	10	3	-5	0.2	9	-23
Cn1c(=O)c2c(nc(Br)n2C)n(C)c1=O	-8	1	1	3	1	-3	-0.3	-3	10
Nc1nc(SCC(=O)NC2CCCc3ccccc32)n[nH]1 (configuration not stated)	-1	-1	2	-11	2	0	2.9	-3	-12
O=C(NC(=S)NCC1CCCO1)c1ccco1 (configuration not stated)	-2	0	-1	13	0	-5	14*	14	-5
CC(CCc1ccco1)NC(=O)c1cc2c(-c3ccccc3F)nn(C)c2s1 (configuration not stated)	-27	-3	-3	-6	2	0	-0.1	3	-16
O=C(NC(=S)NCc1cccnc1)c1ccccc1[N+](=O)[O-]	-1	0	4	-16	5	-1	-1.4	-7	-25
CC(NO)C(C)(C)NO (configuration not stated)	-5	-2	-4	17	-4	-10	4.1	1	-8
Cc1ccc(OCCN2C(=O)c3ccccc3C2=O)c(C)c1	-8	-2	4	-42	5	8	-3.1	-26	-12
CC1CCN(C(=O)C2c3ccccc3C(=O)N3CCc4ccccc4C23)CC1 (configuration not stated)	-7	-1	-1	-17	3	14	-2.2	-3	-18
O=C(O)c1nn(-c2ccccc2)ccc1=O	-7	0	2	22	11	3	-1.8	5	-11

# Molecules from the list above that have fluorine, in the order listed:
smiles	RBBP9 inh	Runt-CBFb FRET	Ba/F3 V617F tox	NPY-Y1 PAM-ag	BaF3 tox	NPY-Y1 antag	S1P4 agonist	NPY2 pot ag	S1P4 antagonist
Cn1nnnc1SCc1ccc(F)cc1	-6	-3	-2	-4	1	-3	-0.9	7	-8
CCOC(=O)N1CCN(C(=O)CN(c2ccc(Cl)c(C(F)(F)F)c2)S(C)(=O)=O)CC1	0	-4	-1	4	4	-7	0.2	-4	-2
CC(CCc1ccco1)NC(=O)c1cc2c(-c3ccccc3F)nn(C)c2s1 (configuration not stated)	-27	-3	-3	-6	2	0	-0.1	3	-16

# Outcome played no part in choosing rows. Share with any hit: about 3.6%.
